E coli growth: bacterial growth inhibition, counter-screen for AddAB inhibitors; E. coli V3065 growth, OD600 absorbance, 18 h; inhibition, % at 11.9 µM; actives 0.27% (n = 330,000); AID 449728;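 active = inhibition above the campaign's mean inhibition across all tested compounds plus 3 SD, cut at about 9.9% in these data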;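 also: uninfected addAB+ strain grown without phage in ampicillin broth; 0% = DMSO wells and 100% = ciprofloxacin 0.95 µg/ml wells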
Pemphigus Ab inh: human desmoglein-3 autoantibody binding inhibition. P32926. DSG3-coupled beads, scFv-anti-DSG3-GFP binding, flow cytometry; hits give low values. binding (percent of control), % at 10 µM. actives 0.48% (n = 310,000);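 active = binding more than 3 SD below its plate's average and above zero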;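 also: hits lower antibody fragment binding to DSG3; some compounds called inactive have numbers as strong as hits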
Target sequence (P32926 whole entry, looked up, the tested form may be a part): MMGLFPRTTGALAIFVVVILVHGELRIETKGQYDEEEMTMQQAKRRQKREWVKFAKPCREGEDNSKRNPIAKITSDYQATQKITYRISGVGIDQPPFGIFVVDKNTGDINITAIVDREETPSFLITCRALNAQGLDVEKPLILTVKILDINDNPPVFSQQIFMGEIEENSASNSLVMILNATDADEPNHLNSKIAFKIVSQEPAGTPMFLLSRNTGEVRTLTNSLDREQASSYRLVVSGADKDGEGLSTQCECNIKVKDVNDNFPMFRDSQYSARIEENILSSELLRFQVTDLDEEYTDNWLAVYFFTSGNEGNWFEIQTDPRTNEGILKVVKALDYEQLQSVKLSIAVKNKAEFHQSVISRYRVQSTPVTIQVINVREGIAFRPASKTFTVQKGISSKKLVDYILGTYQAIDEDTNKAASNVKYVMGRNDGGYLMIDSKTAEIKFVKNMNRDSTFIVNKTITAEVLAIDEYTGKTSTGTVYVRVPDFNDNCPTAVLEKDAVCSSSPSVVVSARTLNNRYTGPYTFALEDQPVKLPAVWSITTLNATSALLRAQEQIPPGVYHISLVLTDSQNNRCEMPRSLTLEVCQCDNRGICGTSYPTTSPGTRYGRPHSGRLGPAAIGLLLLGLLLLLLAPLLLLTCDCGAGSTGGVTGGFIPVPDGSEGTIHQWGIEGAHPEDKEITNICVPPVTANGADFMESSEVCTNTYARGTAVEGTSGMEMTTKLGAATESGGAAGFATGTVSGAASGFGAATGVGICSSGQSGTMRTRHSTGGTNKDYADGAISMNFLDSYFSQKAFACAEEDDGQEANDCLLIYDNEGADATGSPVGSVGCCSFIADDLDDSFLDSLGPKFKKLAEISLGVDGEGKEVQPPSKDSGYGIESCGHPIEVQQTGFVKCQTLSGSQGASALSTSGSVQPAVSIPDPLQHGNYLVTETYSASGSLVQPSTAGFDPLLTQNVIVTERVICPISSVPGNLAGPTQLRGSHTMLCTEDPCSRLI
phage Ecoli inh: E. coli growth loss with phage present | growth absorbance | inhibition, % at 11.9 µM | AID 651602 | actives 0.26% (n = 360,000); in the data active = inhibition above about 11%
MOR-DOR inv ag: inverse agonists of human mu-delta opioid receptor heterodimerization; actives 0.21% (n = 340,000); inhibition, % at 9.3 µM; cell-based MOR-DOR heterodimer luminescence, inverse agonism; in the data active = inhibition above about 22%, passing the limit was not always enough;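 also: 0% = cells with DMSO and 100% = wells without cells with DMSO; values of inactives mirror those of a sister screen read the other way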
HTR5A ag: HTR5A agonism, opioid heterodimer counter-screen. HTR5A agonist assay, luminescence, cell-based. activation, % at 9.3 µM. actives 0.61% (n = 340,000); in the data active = activation mostly above about 9.5%, no sharp cut-off; inactive = mostly below about 7.6%;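 also: 0% = cells with vehicle only and 100% = reference agonist; strong numbers were not always called active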
HTR5A inv ctr: HTR5A inverse agonism, opioid heterodimer counter-screen; inhibition, % at 9.3 µM; P47898; actives 0.083% (n = 340,000); HTR5A cell line, luminescence; in the data active = inhibition mostly above about 23%, no sharp cut-off; inactive = mostly below about 18%;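 also: 0% = cells with DMSO and 100% = no-cell wells with DMSO; some compounds called inactive have numbers as strong as hits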
PfHsp90 yeast 2: growth inhibition of yeast expressing Plasmodium Hsp90 | inhibition, % at 9.4 µM | actives 0.32% (n = 310,000) | S. cerevisiae expressing PfHsp90, BacTiter-Glo ATP, 48 h; yeast lacking PDR1 and PDR3 efflux regulators;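 active = every replicate shows inhibition above about 80%, whatever the replicate mean, limit read from the data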;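 also: 0% = DMSO neutral controls and 100% = 20 µM radicicol positive controls; yeast relying on Plasmodium falciparum Hsp90 in place of its own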
Mot1-301 SUMO: SUMOylation pathway inhibition by Mot1-301 growth rescue. S. cerevisiae Mot1-301 growth rescue, ATP luminescence, 38.5C; percent above DMSO median, 100 means doubled. growth rescue, % at 18.8 µM. actives 1% (n = 320,000);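 active = every valid replicate shows activation above 250% relative to neutral control wells; inactive = the rest, any valid replicate at or below 250%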;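 also: OY570 slx delta 5 strain wells were the positive control but not used for scaling; some compounds called inactive have numbers as strong as hits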
AddAB inh: less growth of phage-infected E. coli with AddAB; actives 0.29% (n = 330,000); AID 435030; inhibition, % at 11.9 µM; E. coli expressing H. pylori AddAB, absorbance growth; in the data active = inhibition above about 12%;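 also: 0% = vehicle wells of infected cells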
OPRM1-OPRD1 ag: agonists of human mu-delta opioid receptor heterodimerization; P35372+P41143; cells, OPRM1-OPRD1 heterodimerization, luminescence; AID 504326; activation, % at 9.3 µM; actives 0.3% (n = 340,000); in the data active = activation above about 18%;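 also: 0% = vehicle-treated cells and 100% = reference agonist; values of inactives mirror those of a sister screen read the other way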
PKA-R1A activ: activators of PKA-R1A complex. PKA-R1A dissociation, Cy5-IP20 fluorescence polarization; scaled: DMSO 0%, 113 µM cGMP 100%. activation, % at 11.4 µM. actives 0.083% (n = 340,000). P00514+P68181;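 active = percent activation above the mean of all tested compounds plus 3 SD, cut at about 19% in these data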;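 also: higher means more PKAc released from R1A so a rise in polarization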
Active calls of the source: *; x = not tested or not shown.

No.	SMILES	Pemphigus Ab inh	PKA-R1A activ	OPRM1-OPRD1 ag	HTR5A ag	Mot1-301 SUMO	MOR-DOR inv ag	HTR5A inv ctr	E coli growth	PfHsp90 yeast 2	AddAB inh	phage Ecoli inh
1	O=C(O)COc1ccc(/C=N/NC(=O)C2CCCN2S(=O)(=O)c2ccc(Cl)cc2)cc1 (configuration not stated)	103	-11	0.4	4	4	-2	4	-0.1	2	0.8	3.2
2	O=Cc1c[nH]c2ccc(S(=O)(=O)N3CCOCC3)cc12	98	-14	0.2	-2	198	-1	2	3.9	-28	2.9	1.5
3	CCOc1ccccc1NC(=O)c1ccc(S(=O)(=O)N2CCOCC2)cc1	96	7	-1.1	1	-1	6	-9	0.1	6	-0.1	4.6
4	COc1ccc(NC(=O)CN(C)C(=O)c2cc3c(s2)CCC(C)C3)cc1 (configuration not stated)	x	-5	-0.6	6	5	3	-1	1.8	-2	-0.6	3.4
5	CCc1ccc(N2CC(C(=O)N3CCN(c4ccccn4)CC3)CC2=O)cc1 (configuration not stated)	96	3	1.0	2	41	-6	-7	-0.1	12	2.1	-1.1
6	COC1CCCCC1NS(=O)(=O)c1ccc(Cl)cc1 (configuration not stated)	100	2	-1.3	2	-18	7	-6	0.7	3	0.8	1.0
7	COc1ccc(C=O)cc1COc1ccccc1F	99	-7	0.8	-2	-15	-4	7	0.4	-3	4.5	2.9
8	COc1ccc(CNC(=O)COC(=O)CN2C(=O)C3CC=CCC3C2=O)cc1 (configuration not stated)	98	-5	-2.4	4	6	13	-15	-0.2	x	-0.8	2.6
9	O=S(=O)(c1cccc(-c2nnc(-c3cccnc3)o2)c1)N1CCCCC1	99	-1	0.1	-9	-2	0	22	-1.5	17	1.0	2.4
10	COc1cccc2[nH]c(C(=O)NCCc3ccccc3)cc12	91	-3	-2.8	1	10	13	-3	x	-23	x	2.5
11	CCOCc1c(C(=O)N2CCN(CC(=O)Nc3ccc(F)cc3)CC2)oc2ccccc12	x	9	-1.1	-3	x	6	8	x	32	x	3.2
12	Cc1ccccc1C(=O)OCC(=O)Nc1cccc(S(=O)(=O)NC2=NCCC2)c1	110	-5	-1.0	2	-11	4	-2	0.7	-6	1.9	4.0
13	Cc1cc(C)c(NC(=O)CNC(=O)COC(=O)CNC(=O)c2ccc(Cl)cc2Cl)c(C)c1	99	0	3.4	8	7	-21	-22	-0.2	x	-0.8	2.7
14	CCCC(=O)C1=C(O)C(C(=O)OC)C(C)(C)CC1=NCCc1ccc(OC)c(OC)c1 (configuration not stated)	101	5	-3.2	2	x	16	-7	-0.7	-2	-0.9	1.5
15	CCCCn1c(N)c(N(CCC(C)C)C(=O)CC2CCCCC2)c(=O)[nH]c1=O	97	-1	0.0	-4	-23	0	10	-0.4	-5	0.0	2.2
16	COC(=O)C1CCN(c2cc(Cl)nc(N)n2)CC1	116	-6	0.6	2	1	-3	-6	-0.8	x	-0.3	2.0
17	COc1cccc(CN2CCNC(=O)C2CC(=O)N(C)C2CCOCC2)c1 (configuration not stated)	105	-11	-0.8	1	-20	4	11	-1.9	6	3.0	-0.3
18	O=S(=O)(c1ccc(Cl)s1)N1CCN(C/C=C/c2ccccc2)CC1	103	-8	-0.1	1	232	1	-12	0.1	1	1.0	1.9
19	O=C(CCCN1C(=O)/C(=C/c2ccccc2Cl)SC1=S)NNC(=O)c1ccccc1	86	10	-3.5	2	5	18	18	-0.9	-9	-0.9	4.7
20	CN(C)C(=O)N1CCN(C(=O)N2CCOCC2)CC1	95	2	-0.3	-4	-9	2	30	-2.0	-2	-0.5	2.1
21	Cc1cccc(Nc2ncnc(N)n2)c1	103	-1	-1.4	1	541*	8	-2	-2.2	8	1.0	5.5
22	O=C(Cc1nc2ccccc2[nH]1)NCc1ccco1	93	-9	-0.6	1	5	3	-2	-0.9	14	2.9	1.8
23	CC(=O)c1c(Cl)nc2ccc(Br)cc2c1-c1ccccc1	108	0	-0.2	1	6	1	-4	0.2	5	-0.3	-1.2
24	COC(=O)C1CCN(C(=O)COc2cc3sc(C)nc3c3sccc23)CC1	x	5	1.0	4	7	-6	-12	-1.3	-44	-0.9	1.5
25	CC(=O)N1CCCc2cc(S(=O)(=O)N3CCCC(C(=O)Nc4cccc(F)c4)C3)ccc21 (configuration not stated)	x	7	-0.9	-3	-19	4	0	-0.1	4	-0.8	0.8
26	COc1ccc(Cl)cc1N1C(=O)CC(N2CCc3ccccc32)C1=O (configuration not stated)	99	-5	-0.7	-1	-1	4	1	-1.0	7	-0.5	0.9
27	O=C(CCCn1ncn2c(cc3occc32)c1=O)N1CCc2ccccc2C1	105	-12	-2.2	0	-2	13	-9	4.4	2	-2.1	2.9
28	Cc1ccc(S(=O)(=O)N2CCC(=O)N(C(COCc3cccc(C)c3)Cc3ccccc3)CC2)cc1 (configuration not stated)	108	-4	1.6	1	-20	-9	-3	2.0	-13	5.2	1.9
29	Cc1ccc(NC(=O)CN2C(=O)C(=O)N(C3CCCC3)C2=O)c(Cl)c1	103	-12	1.9	4	27	-8	-11	-2.1	-14	-2.1	1.2
30	O=C(NCN1CCN(CCO)CC1)c1cnccn1	105	-3	-3.0	1	-12	16	13	-0.1	48	4.0	1.1
31	CCOC(=O)c1ccc(NC(=O)CC2Sc3ncnn3C2=O)cc1 (configuration not stated)	84	-7	-1.9	0	674*	10	-4	-0.4	x	1.1	2.8
32	N#Cc1ccccc1NS(=O)(=O)c1cc2c3c(c1)CCC(=O)N3CCC2	105	11	-0.9	-2	15	5	4	0.8	x	2.8	2.2
33	O=C(COc1ccccc1)Nc1ccc(Cl)c(-c2nc3ncccc3o2)c1	95	2	0.4	0	21	-2	0	-2.4	17	-0.4	3.4
34	O=C(CN1C(=O)NC2(CCCC2)C1=O)NCc1ccc(Cl)cc1	96	4	-4.2	-1	-7	17	-4	1.0	x	-1.7	8.0
35	Cc1ccc(-n2c(N)c(C(N)=O)sc2=S)c(C)c1	101	-1	-1.8	-2	-18	9	13	0.4	-24	0.7	1.8
36	CC(C)COC(=O)c1ccc(N2C(=O)c3ccccc3C2=O)cc1	96	-8	-2.5	2	-8	12	-12	-0.2	-2	4.0	3.6
37	CCNC(=S)N(CCc1c(C)[nH]c2ccc(C)cc12)Cc1ccco1	99	9	-0.2	2	-21	1	-6	-1.0	-9	1.9	13*
38	O=C(CN1CCN(C(=O)c2ccccc2)CC1)NC(=O)NCCC1=CCCCC1	92	0	-0.8	1	-1	4	-3	-0.4	-6	1.6	-1.3
39	CN(C(=O)CCS(=O)(=O)c1ccc2c(c1)oc(=O)n2C)C1CCCCC1	101	2	-3.0	-1	20	15	8	-4.0	-1	1.9	-1.3
40	COc1ccc(CNC(=O)CN2CCN(c3cccc(C)c3C)CC2)cc1	106	12	-0.3	0	198	2	-2	-2.3	-4	3.2	0.8

An excerpt from above in order of count of non-hydrogen atoms, highest first:
No.	SMILES	Pemphigus Ab inh	PKA-R1A activ	OPRM1-OPRD1 ag	HTR5A ag	Mot1-301 SUMO	MOR-DOR inv ag	HTR5A inv ctr	E coli growth	PfHsp90 yeast 2	AddAB inh	phage Ecoli inh
25	CC(=O)N1CCCc2cc(S(=O)(=O)N3CCCC(C(=O)Nc4cccc(F)c4)C3)ccc21 (configuration not stated)	x	7	-0.9	-3	-19	4	0	-0.1	4	-0.8	0.8
14	CCCC(=O)C1=C(O)C(C(=O)OC)C(C)(C)CC1=NCCc1ccc(OC)c(OC)c1 (configuration not stated)	101	5	-3.2	2	x	16	-7	-0.7	-2	-0.9	1.5
34	O=C(CN1C(=O)NC2(CCCC2)C1=O)NCc1ccc(Cl)cc1	96	4	-4.2	-1	-7	17	-4	1.0	x	-1.7	8.0

(further entries)
No.	SMILES	Pemphigus Ab inh	PKA-R1A activ	OPRM1-OPRD1 ag	HTR5A ag	Mot1-301 SUMO	MOR-DOR inv ag	HTR5A inv ctr	E coli growth	PfHsp90 yeast 2	AddAB inh	phage Ecoli inh
41	CC(C)n1cnc2cc(NC(=O)c3ccco3)ccc21	108	3	1.2	1	-11	-8	-11	3.0	-11	2.3	0.5
42	O=C(NCCN1CCCCC1)Nc1ccc([N+](=O)[O-])cc1	108	-5	-2.0	1	-4	10	-2	-1.7	-8	-6.4	2.9
43	CCC[N+](CC#Cc1ccccc1)(CCC)CC(=O)c1ccc(Cl)cc1	94	-8	-3.8	1	-7	24	-21	-0.6	-15	0.6	2.6
44	O=S(=O)(c1ccc(Br)s1)N1CCN(c2ccnc3cc(Cl)ccc23)CC1	94	x	x	x	34	x	x	-1.0	34	6.5	0.2
45	O=C(c1ccncc1)N1CCN(C(=O)c2ccco2)CC1	98	0	0.8	3	1	-5	-11	-2.7	-8	1.3	1.1
46	CCOCC(=O)Nc1cccc(SC)c1	105	-7	-2.8	-3	-12	16	8	1.7	-2	5.4	4.3
47	CCOc1ccc(NC(=O)c2c(NC(=O)CNCCN3CCOCC3)sc3c2CCC3)cc1	106	-2	-1.8	10	-3	9	-3	-6.8	-1	0.4	-3.2
48	CCOc1ccc(C(=O)Nc2ccc(N3CCN(S(C)(=O)=O)CC3)cc2)cc1[N+](=O)[O-]	87	8	-0.1	-1	3	1	24	-1.6	-84	3.0	3.3
49	COC(=O)C1C/C(=N\NS(=O)(=O)c2ccc(C)cc2)c2ccsc2C1 (configuration not stated)	92	-5	-0.5	8	0	3	26	-0.3	-57	6.1	4.2
50	COc1ccc(C(=O)Nc2ccccc2C(=O)NCc2ccco2)cc1	112	-8	-0.8	14	40	5	-41	-1.6	2	4.6	0.8
51	C=C1CCN([C@@H](C)C(=O)OCc2ccc(C)cc2)S(=O)(=O)c2ccccc21	109	4	3.2	-2	3	-15	-40	1.4	8	3.3	2.5
52	C/C=N/NC(=O)CCCC(=O)N/N=C/C	105	-8	-3.8	1	-7	18	5	-1.3	-10	5.0	3.9
53	O=C(N/N=C/c1ccncc1)c1cccc(S(=O)(=O)N2CCCC2)c1	102	-1	0.3	2	x	-2	-5	x	x	x	5.8
